# Lipid droplet: inhibitors of hepatocyte lipid droplet formation, primary screen, imaging, high-throughput imaging, BODIPY stain; AML12 mouse hepatocytes, oleate lipid droplets; inhibition, % at 6.5 µM; 240,000 tested, 0.4% active; AID 1656, 2009;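 active means lipid droplet intensity inhibited by at least 50%, with more than 500 cells counted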
#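 Material – mouse AML12 hepatocyte cell line, fixed after treatment · Compound dosing – one dose, 6.5 µM compound · Times – compound with oleate, overnight · Measured by – Image-based BODIPY and DAPI two-channel analysis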
# HEK293 NOD2/NF-kB: NOD2 signaling inhibitors, cell-based, luminescence, uHTS, HEK293 (AID 1566); HEK293 NOD2/NF-kB luciferase reporter, luminescence; higher % means a stronger effect; inhibition, % at 4 µM; hits with a dose series show EC50 in µM; 290,000 tested, 0.63% active; in the data active means inhibition above about 50%; further: many of its hits are not listed in these tables
# Lipid droplet cells 6.5 µM: further read-out of Lipid droplet, marked with its call; cell count; measured here: cell count, cytotoxicity flag;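 cells counted across two imaged fields per well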
# Numbers without * were called inactive.
no. | Molecule | HEK293 NOD2/NF-kB | Lipid droplet | Lipid droplet cells 6.5 µM
1 | Nc1ccccc1-c1nnn(CC(=O)Nc2ccc3c(c2)OCCO3)n1 | 13.1% | 4.6 | 735
2 | COc1ccc(NC2CCCN(C(=O)CCCn3cncn3)C2)cc1OC (configuration not stated) | 2.0% | 3.4 | 723
3 | Cc1ccc(C)c(NC(=S)N2CCC(NC(=O)C3CCCCC3)CC2)c1 | 14.6% | 24.5 | 857
4 | COc1ccc(CCNC(=O)C2CCCN2C(=O)Nc2ccc(F)cc2)cc1OC (configuration not stated) | 4.8% | 3.3 | 809
5 | CCOc1cc(/C=N/NC(=O)C2CCCC2)ccc1OC(C)C | 1.2% | 0.3 | 683
6 | Cc1cccc(OC(=O)c2cccnc2)c1 | 4.6% | 1.2 | 816
7 | O=c1[nH]cccc1-c1nc2ccccc2[nH]1 | -32.0% | 3.2 | 424
8 | COc1ccccc1CNC(=O)c1cc(-c2ccncc2)nc2c(Cl)cccc12 | 1.9% | -18.7 | 563
9 | CCCn1c(SCC(=O)N2CCN(CC)CC2)nc2c1c(=O)n(C)c(=O)n2C | -5.1% | -5.2 | 813
10 | Cc1cc(C)n(-c2ccc(NC(=O)C3CCN(Cc4ccccn4)CC3)cc2)n1 | 16.3% | -0.4 | 706
11 | Cc1ncc(CO)c(CNc2ccc(Oc3ccccc3)cc2)c1O | 50.4%* | -10.6 | 812
12 | O=C(C1CCCC1)N1CCN(S(=O)(=O)c2ccc(F)cc2)CC1 | 3.0% | 6.4 | 820
13 | COc1ccccc1C(=O)Nc1cc(-c2ccc(C)cc2)no1 | 23.1% | 0.8 | 417
14 | O=C(NC1CCCc2ccccc21)c1cc(Cl)ccn1 (configuration not stated) | -4.0% | -18.2 | 795
15 | COc1cc2c(cc1OC)CN(C1CCCN(Cc3cc(Cl)ccc3O)C1)CC2 (configuration not stated) | 0.7% | -7.6 | 806
16 | COc1cc(NC(=O)c2ccc3nsnc3c2)cc(OC)c1OC | 16.6% | -15.6 | 715
17 | COc1ccc(N2CC(C(=O)N[C@@H](C)C(=O)NCCc3ccccc3)CC2=O)cc1 (some centres not stated) | 7.7% | 12.2 | 737
18 | CCN(CC(=O)NCc1ccc(F)cc1)C(=O)c1cc2ccccc2o1 | -4.5% | -1.7 | 688
19 | O=C(Nn1cnc2ccccc2c1=O)c1ccc(Cl)c([N+](=O)[O-])c1 | -2.3% | 28.9 | 828
20 | Cc1nn(CC(=O)N2CCC(N3CCCCC3)CC2)c(=O)c2c1sc1ccccc12 | -12.6% | -2.1 | 722

no. | Molecule | HEK293 NOD2/NF-kB | Lipid droplet | Lipid droplet cells 6.5 µM
21 | COc1cccc(N(CC(=O)NC2CCCCCC2)S(=O)(=O)c2ccccc2)c1 | -11.0% | 2.3 | 750
22 | CCOc1ccc(N(C(=O)c2snc(C(N)=O)c2N)C(C(=O)NCC2CCCO2)c2c[nH]c3ccccc23)cc1 (configuration not stated) | 26.7% | -4.9 | 808
23 | O=C(CSc1ncccc1C(=O)O)NC1CCCCC1 | 8.7% | -29.4 | 732
24 | Cc1cc(C)cc(NC(=O)Nc2cccnc2)c1 | -9.7% | -51.0 | 704
25 | CC(=O)C1=C(O)C(=O)N(c2ccc(Br)cc2)C1c1cccc([N+](=O)[O-])c1 (configuration not stated) | 4.3% | -9.5 | 774
26 | O=c1[nH]c(N2CCOCC2)nc2ccccc12 | -0.9% | -2.9 | 810
27 | Cc1oc2cc3oc(=O)c(CC(=O)NCC(=O)N[C@@H](C(=O)O)c4ccccc4)c(C)c3cc2c1C | 2.4% | 1.9 | 804
28 | COCCn1c(SCC(=O)Nc2ccc(C(C)=O)cc2)nc2c([nH]c3ccccc32)c1=O | -10.4% | -12.1 | 796
29 | CC1CC(C)CN(S(=O)(=O)c2ccc(NC(=O)C3CC(=O)N(Cc4ccccc4)C3)cc2)C1 (configuration not stated) | -2.4% | 0.0 | 818
30 | CCN1C(=O)c2ccccc2Sc2ccc(C(=O)NCCC(C)C)cc21 | 1.1% | 94.8* | 774*
31 | CCCN(c1ccccc1F)S(=O)(=O)c1cc(-c2cc(C)no2)ccc1OC | -4.8% | -16.8 | 703
32 | CCOc1ccccc1Nc1ccc(C(=O)O)cc1N | -12.4% | -0.4 | 821
33 | Cc1cc(C)cc(NC(=O)C[n+]2ccccc2)c1 | 11.1% | 14.9 | 839
34 | Cc1ccc(/C=N/NC(=O)c2cc(-c3ccncc3)nc3ccccc23)o1 | -11.9% | -156.0 | 387
35 | CCn1cc(/C=C(\NC(=O)c2ccc(C)cc2)C(=O)NCCCN2CCOCC2)c2ccccc21 | 24.2% | 3.3 | 657
36 | O=C(Nc1ccc(C(=O)O)cc1)/C(=C\c1ccccc1)NC(=O)c1ccc(Br)cc1 | 16.9% | -5.0 | 660
37 | O=C(O)CSc1nc2ccccc2n1Cc1ccccc1 | 5.6% | -2.5 | 814
38 | O=C(CN(CC1CCCO1)C(=O)CNS(=O)(=O)c1ccc(F)cc1)NCC1CCCO1 (configuration not stated) | -3.0% | 9.1 | 837
39 | CSCC[C@H](NC(=O)OC(C)(C)C)C(=O)NCC1CCC(C(=O)N[C@@H](Cc2ccccc2)C(=O)O)CC1 (some centres not stated) | 6.3% | -3.2 | 800
40 | CC(=O)N1CCOc2ccc(S(=O)(=O)N3CCC(C(=O)Nc4ccc(C)cc4)CC3)cc21 | 12.6% | 5.0 | 700

no. | Molecule | HEK293 NOD2/NF-kB | Lipid droplet | Lipid droplet cells 6.5 µM
41 | NC(=O)c1ccccc1OCc1nc2ccccc2s1 | -73.4% | 6.0 | 794
42 | CC(C)[C@H](NC(=O)c1c(F)cccc1F)C(=O)OCC(=O)NC(=O)NC1CCCC1 | 10.2% | -1.4 | 854
43 | CCC1CCCCN1C(=O)CSc1nnc(CNC(=O)c2c(F)cccc2Cl)o1 (configuration not stated) | 7.5% | -3.4 | 678
44 | COc1ccnc2c1c(=O)n(Cc1c(F)cccc1Cl)c(=O)n2C | 18.0% | 13.4 | 782
45 | Cc1ccccc1S(=O)(=O)Oc1cccc2c(O)cccc12 | 1.5% | -0.8 | 862
46 | CCNS(=O)(=O)c1ccc(CCC(=O)N2CCN(c3cccc(Cl)c3)CC2)cc1 | 16.4% | -1.4 | 827
47 | COC(=O)CC1COc2ccccc2N1S(=O)(=O)c1ccc(Br)cc1 (configuration not stated) | 12.0% | -11.3 | 805
48 | CC(=O)Nc1ccccc1S(=O)(=O)CC1CC1(Cl)Cl (configuration not stated) | 11.6% | -9.5 | 788
49 | Cc1cc(C)c(S(=O)(=O)c2ccc(F)cc2C)c(=O)[nH]1 | 16.9% | 1.7 | 838
50 | COc1ccc2[nH]c(=O)c(C3c4cc(OC)c(OC)cc4CCN3C(=O)c3ccco3)cc2c1 (configuration not stated) | 22.9% | -3.4 | 805
51 | COc1ccc(CNC(=O)c2nccnc2CO)cc1 | 2.7% | 12.6 | 822
52 | Cc1ccc(OCc2cc(C(=O)N3CCCC3)no2)cn1 | -0.6% | -6.9 | 694
53 | CCCCCCCN1C(Nc2ccccc2)=NC[C@@H]1Cc1ccccc1 | 0.0% | -19.4 | 734
54 | CC(CS(=O)(=O)c1ccc2c(c1)NC(=O)CS2)C(=O)N1CCN(c2cccc(Cl)c2)CC1 (configuration not stated) | 17.8% | -44.2 | 727
55 | COc1ccccc1N1CCN(Cc2cc3c(cc2Br)OCCO3)CC1 | -8.1% | -58.6 | 786
56 | Cc1ccc(N(C(=O)CNC(=O)c2ccco2)C(C(=O)NC2CCCCC2)c2cccnc2)c(C)c1 (configuration not stated) | 14.1% | -8.3 | 752
57 | COC(=O)c1ccc(N/C=C/C(=O)c2ccccc2)cc1 | -92.1% | -19.0 | 781
58 | COc1ccc(N2CCN(C(=O)c3cc([N+](=O)[O-])ccc3N3CCN(CCO)CC3)CC2)cc1 | -0.3% | 2.3 | 686
59 | O=C(O)c1ccc2[nH]c3c(c2c1)CCCC3 | 4.7% | 0.1 | 809
60 | COc1ccc(C(=O)NCCOc2ccccc2Cl)c(OC)c1OC | -37.8% | -16.5 | 822

no. | Molecule | HEK293 NOD2/NF-kB | Lipid droplet | Lipid droplet cells 6.5 µM
61 | Cc1nc2nc(C)c(NS(=O)(=O)c3ccc(C(C)(C)C)cc3)c(=O)n2[nH]1 | -1.4% | -1.2 | 829
62 | O=C(NCC(=O)N1CCCC1)c1ccc(Br)o1 | -2.5% | 0.9 | 757
63 | Cc1cc2c(cc1S(=O)(=O)NCc1ccccc1)n(C)c(=O)c(=O)n2C | -21.8% | -2.0 | 836
64 | Cc1c(C(=O)N2CCCCC2)c(S(=O)(=O)NCc2ccc(F)cc2)c(C)n1C | 0.8% | 2.8 | 751
65 | CCOc1ccc(CC(=O)N/N=C/c2sccc2C)cc1 | -4.6% | 8.6 | 839
66 | O=C(CCN1C(=O)S/C(=C\c2ccccc2)C1=O)NCCCn1ccnc1 | 13.3% | -8.3 | 757
67 | O=C(Nc1ccc2c(c1)OCCO2)c1cc(F)c(F)cc1Cl | -96.2% | 2.6 | 836
68 | CCCCOc1ccc(C(=O)NCC(=O)NC(C)CCc2ccccc2)cc1 (configuration not stated) | 0.9% | 9.5 | 691
69 | COc1ccccc1CNC(=O)C1CCCN(c2cnccn2)C1 (configuration not stated) | 9.3% | -17.6 | 754
70 | COc1ccc(N2CCN(C(=O)CCS(=O)(=O)c3ccc4c(c3)NC(=O)CO4)CC2)cc1 | 14.6% | -5.4 | 740
71 | FCCCOc1ccc(-c2nccc(-c3ccccn3)n2)cc1 | -2.4% | -2.2 | 387
72 | Cc1ccc(NC(=O)CCc2nnc3ccc(NCc4ccco4)nn23)nc1 | -5.5% | -5.0 | 681
73 | Cc1onc(C(=O)NCCc2ccccc2)c1[N+](=O)[O-] | -4.5% | -1.3 | 402
74 | Cc1cc(C)nc(SC2CC(=O)N(c3ccc(C)c(C)c3)C2=O)n1 (configuration not stated) | 7.8% | -3.8 | 792
75 | O=C(NCCCn1cccn1)C1CCC(=O)N(Cc2ccccc2F)C1 (configuration not stated) | -0.9% | 13.4 | 724
76 | CCOc1cccc2sc(N(CCCN(C)C)C(=O)c3ccc(S(=O)(=O)N4CCCCCC4)cc3)nc12 | -19.3% | -2.6 | 832
77 | CCN1CCN(C(=O)CCNC(=O)Cn2cnc3ccccc3c2=O)CC1 | -4.1% | -14.1 | 767
78 | O=C(CNC(=O)c1ccccc1)OCC(=O)c1ccccc1Cl | 8.2% | 19.8 | 836
79 | CCCc1cc(=O)oc2cc(C)cc(OCC(=O)N[C@@H](CSCc3ccccc3)C(=O)O)c12 | 2.5% | -4.3 | 804
80 | COC(CNC(=O)CN1CCN(Cc2ccccc2F)C1=O)OC | -34.3% | -7.5 | 809

no. | Molecule | HEK293 NOD2/NF-kB | Lipid droplet | Lipid droplet cells 6.5 µM
81 | Cc1ccc(NC(=O)c2sc3nc(C)cc(C)c3c2N)cc1 | -211.1% | 0.1 | 837
82 | COCCCn1c(C(=O)NCCN2CCOCC2)cc2c(=O)n3cccc(C)c3nc21 | 5.1% | 1.3 | 826
83 | CN(c1ccc(C(=O)NC2CCCC2)cc1)S(=O)(=O)c1ccccc1 | 2.5% | -2.1 | 818
84 | O=C(CCCOc1cccc(Br)c1)NC1CCC(O)CC1 (configuration not stated) | -2.9% | 4.8 | 719
85 | CCCCn1nc(NC(=O)CCC)c2cc3cc(OC)ccc3nc21 | -19.3% | -16.1 | 847

# Grouped by structure, those above containing fluorine
no. | Molecule | HEK293 NOD2/NF-kB | Lipid droplet | Lipid droplet cells 6.5 µM
4 | COc1ccc(CCNC(=O)C2CCCN2C(=O)Nc2ccc(F)cc2)cc1OC (configuration not stated) | 4.8% | 3.3 | 809
12 | O=C(C1CCCC1)N1CCN(S(=O)(=O)c2ccc(F)cc2)CC1 | 3.0% | 6.4 | 820
18 | CCN(CC(=O)NCc1ccc(F)cc1)C(=O)c1cc2ccccc2o1 | -4.5% | -1.7 | 688
31 | CCCN(c1ccccc1F)S(=O)(=O)c1cc(-c2cc(C)no2)ccc1OC | -4.8% | -16.8 | 703
38 | O=C(CN(CC1CCCO1)C(=O)CNS(=O)(=O)c1ccc(F)cc1)NCC1CCCO1 (configuration not stated) | -3.0% | 9.1 | 837
42 | CC(C)[C@H](NC(=O)c1c(F)cccc1F)C(=O)OCC(=O)NC(=O)NC1CCCC1 | 10.2% | -1.4 | 854
43 | CCC1CCCCN1C(=O)CSc1nnc(CNC(=O)c2c(F)cccc2Cl)o1 (configuration not stated) | 7.5% | -3.4 | 678
44 | COc1ccnc2c1c(=O)n(Cc1c(F)cccc1Cl)c(=O)n2C | 18.0% | 13.4 | 782
49 | Cc1cc(C)c(S(=O)(=O)c2ccc(F)cc2C)c(=O)[nH]1 | 16.9% | 1.7 | 838
64 | Cc1c(C(=O)N2CCCCC2)c(S(=O)(=O)NCc2ccc(F)cc2)c(C)n1C | 0.8% | 2.8 | 751
67 | O=C(Nc1ccc2c(c1)OCCO2)c1cc(F)c(F)cc1Cl | -96.2% | 2.6 | 836
71 | FCCCOc1ccc(-c2nccc(-c3ccccn3)n2)cc1 | -2.4% | -2.2 | 387
75 | O=C(NCCCn1cccn1)C1CCC(=O)N(Cc2ccccc2F)C1 (configuration not stated) | -0.9% | 13.4 | 724
80 | COC(CNC(=O)CN1CCN(Cc2ccccc2F)C1=O)OC | -34.3% | -7.5 | 809

# Screening results: PubChem, Sanford-Burnham Center for Chemical Genomics

# The list is partial; rates above refer to the full screens.
